From PubChem BioAssay
PP1 counter: PP1-alpha (human) inhibition in PP5 counter-screen | purified PP1alpha, OMFP fluorescence | actives 0.9% (n = 320,000) | inhibition, % at 6.7 µM;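 active = inhibition above the mean inhibition of all tested compounds plus 3 SD, computed separately for each screening campaign, cut at about 15% in these data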
proCasp3 act: activators of human procaspase-3; actives 0.11% (n = 330,000); activation, % at 8.5 µM; recombinant procaspase-3 D3A, Ac-DEVD-pNA absorbance 405 nm; AID 463141; P42574;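 active = activation above the mean of all tested compounds plus 3 SD, cut at about 21% in these data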;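 also: 0% = DMSO alone and 100% = DMSO wells spiked with extra 5 µM PC-3 D3A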
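Evaluation: percent activation relative to control range; Material: Procaspase-3 D3A mutant, all three cleavage aspartates alanine; Compound: single dose, 8.5 µM nominal compound, 0.8% DMSO; Replication: one well per compound; Signal: absorbance at 405 nm, 0 and 120 min; Schedule: 1 h preincubation plus 2 h reaction at 25 °C.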
core dimer inh: blocks dimerization of HCV core protein. TR-FRET GST/Flag-core106 dimerization, 1536-well. inhibition, % at 5 µM. actives 0.33% (n = 300,000);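 active = inhibition above the mean of all tested compounds plus 3 SD, set per screening campaign, cut at about 45% in these data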
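assay system = GST-tagged and Flag-tagged HCV core protein residues 1-106 | controls = unlabelled core106 and no-GST-core106 wells | incubation = compound-protein-antibody incubation 4 h at 22.5 °C | probe or stimulus = Eu donor and XL665 acceptor anti-tag antibodies | read-out = % inhibition based on acceptor/donor emission ratio | signal = TR-FRET 671 and 617 nm emission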
AHR act: activators of human aryl hydrocarbon receptor; actives 2.5% (n = 320,000); AHR-responsive luciferase reporter cells, luminescence; activation, % at 5 µM; AID 2796; P35869; in the data active = activation above about 47%;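 also: 0% = vehicle wells and 100% = reference agonist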
Target sequence (P35869 whole entry, looked up): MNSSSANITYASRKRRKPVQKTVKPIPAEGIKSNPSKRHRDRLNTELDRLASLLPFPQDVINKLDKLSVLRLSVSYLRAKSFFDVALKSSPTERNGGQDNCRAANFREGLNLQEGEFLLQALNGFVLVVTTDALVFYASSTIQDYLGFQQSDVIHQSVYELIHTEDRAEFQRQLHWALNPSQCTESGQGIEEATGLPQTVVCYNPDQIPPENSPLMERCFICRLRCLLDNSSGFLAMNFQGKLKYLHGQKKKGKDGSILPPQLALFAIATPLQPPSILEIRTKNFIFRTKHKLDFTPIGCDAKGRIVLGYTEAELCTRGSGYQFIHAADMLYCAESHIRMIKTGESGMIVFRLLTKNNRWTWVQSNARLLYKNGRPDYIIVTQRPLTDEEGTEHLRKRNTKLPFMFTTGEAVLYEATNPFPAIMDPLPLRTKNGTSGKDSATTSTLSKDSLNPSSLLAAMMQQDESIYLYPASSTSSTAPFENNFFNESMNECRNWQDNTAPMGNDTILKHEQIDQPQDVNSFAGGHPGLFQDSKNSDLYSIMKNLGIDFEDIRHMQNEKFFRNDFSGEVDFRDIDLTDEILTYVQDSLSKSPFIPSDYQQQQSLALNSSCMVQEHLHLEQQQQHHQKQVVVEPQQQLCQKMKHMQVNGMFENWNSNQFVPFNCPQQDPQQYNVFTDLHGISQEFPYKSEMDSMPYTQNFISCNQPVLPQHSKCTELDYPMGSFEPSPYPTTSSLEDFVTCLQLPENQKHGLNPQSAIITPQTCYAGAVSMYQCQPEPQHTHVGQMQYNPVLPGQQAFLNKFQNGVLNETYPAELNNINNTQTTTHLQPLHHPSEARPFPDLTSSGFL
TPT1 inh: blocks Candida albicans tRNA 2'-phosphotransferase | inhibition, % at 5 µM | AID 1962 | actives 0.81% (n = 300,000) | recombinant caTPT1, FP RNA substrate dephosphorylation;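 active = inhibition above the mean of all tested compounds plus 3 SD, set per screening campaign, cut at about 24% in these data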;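 also: plate controls were DMSO alone for no effect and ferristatin control at 100 nM for full effect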
CTSL1 counter: counter-screen for PFM18AAP inhibitors: inhibitors of F. hepatica cathepsin L1; recombinant F. hepatica cathepsin L1, Z-Leu-Arg-MCA fluorescence; inhibition, % at 5.96 µM; actives 0.49% (n = 300,000); AID 1906;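 active = inhibition above the mean of all tested compounds plus 3 SD, set per screening campaign, cut at about 17% in these data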;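 also: 0% = plate median of test compound wells and 100% = 1 µM Z-Phe-Ala-diazomethylketone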
PAFAH2 inh: PAFAH2 (human) inhibition | Q99487 | recombinant PAFAH2, FP-rhodamine activity probe, fluorescence polarization | inhibition, % at 3.39 µM | actives 0.99% (n = 340,000);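 active = inhibition above the mean over all tested compounds plus 3 SD, cut at about 30% in these data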;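 also: inhibitors block probe labeling of enzyme so polarization drops; 0% = enzyme with DMSO and 100% = wells lacking PAFAH2 protein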
proCasp7 act: activates human procaspase-7, counter-screen for procaspase-3 activators. recombinant procaspase-7, Ac-DEVD-pNA absorbance 405 nm; D23A/D198A/D206A triple mutant, cannot self-cleave; scale: DMSO 0, 5 µM enzyme 100. actives 0.093% (n = 330,000). activation, % at 8.5 µM. P55210;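 active = percent activation above the screen-wide mean plus 3 SD, cut at about 25% in these data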
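Assay system: Uncleavable procaspase-7 mutant enzyme; Input: 2 µM procaspase-7 mutant as dispensed; Also added: DEVD-pNA substrate; Medium: Zinc-free HEPES pH 7.4 with 300 mM NaCl, 0.01% Triton X-100; Timing: 1 h compound preincubation, 2 h substrate cleavage, 25 °C; Measured by: Epi-absorbance of released pNA at 405 nm, two timepoints.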
PP5 primary: inhibitors of human protein phosphatase 5 (PP5) | P53041 | purified PP5c, OMFP substrate fluorescence | inhibition, % at 6.7 µM | actives 0.18% (n = 320,000) | AID 1987;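 active = inhibition above the campaign's mean inhibition across all tested compounds plus 3 SD, cut at about 9.5% in these data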;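 also: 0% = DMSO only and 100% = 100 µM cantharidin control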
An asterisk follows results filed as active; . = no result given.

SMILES	PP1 counter	proCasp3 act	core dimer inh	AHR act	TPT1 inh	CTSL1 counter	PAFAH2 inh	proCasp7 act	PP5 primary
S=C(Nc1ccccc1)N1N=C(c2cccs2)CC1c1cccs1 (stereo not given)	4	-4	0	10	-3	3	4	-37	3.6
Cc1ccc(-c2nnc(N3CCN(C(=O)COc4cccc(C)c4)CC3)c3ccccc23)cc1	3	-3	7	1	0	2	0	11	3.4
Cc1cccc(NC(=O)c2sc(NC(=O)COc3ccccc3)c(C#N)c2C)c1C	3	7	-1	15	-1	-2	7	-7	1.4
CC1(C)OC(C)(C)/C(=C/Nc2ccc(O)cc2)C1=O	-1	-4	19	4	-6	5	17	-3	-1.3
CCOc1ccc(CSCCNC(=S)Nc2ccccc2)cc1	0	-7	-1	5	-2	-5	-5	1	5.1
COc1ccc(N2CCN(c3nc4ccccc4nc3NS(=O)(=O)c3ccccc3)CC2)cc1	-1	1	25	2	-4	2	5	3	1.5
CNS(=O)(=O)c1cn(CC(=O)NCc2cccc(OC)c2)cc1S(=O)(=O)NC	-1	-5	-2	2	2	2	8	0	0.3
Cn1c2c(c(=O)n(C)c1=O)C(c1ccc(F)cc1)C(C#N)=C(N)O2 (stereo not given)	2	-3	13	-1	2	-1	5	-3	-1.9
COc1ccc(/C=C2\C(=O)ON=C2c2ccccc2)cc1OC	-1	6	-9	-1	2	1	-5	1	-1.7
NS(=O)(=O)c1cccc(NC(=O)COC(=O)Cn2cnc3ccccc32)c1	0	2	-5	0	1	-6	4	4	-0.4
Cc1sc(C(=O)NCc2cccnc2)c2nc(C)n(CC(=O)NCc3cccnc3)c(=O)c12	3	11	-1	2	-3	-3	-2	0	0.3
CCOc1ccc(-c2noc(-c3cccnc3)n2)cc1OC	2	-3	2	-11	-5	-1	1	4	1.2
CC(NC(=O)c1sc2ccccc2c1Cl)C1CCCO1 (stereo not given)	-1	4	2	-2	2	-1	4	-6	0.1
N=C1C(c2nc3ccccc3s2)=C(O)CN1NC(=O)c1ccccc1[N+](=O)[O-]	21*	3	15	3	-2	-1	0	-2	3.3
CCOc1ccccc1N(CC(=O)Nc1ccc(S(=O)(=O)N2CCOCC2)cc1)S(=O)(=O)c1ccccc1	3	0	22	2	-4	-2	-15	3	4.7
CC1(C)CC2(CC(c3ccccc3)Oc3cc(O)ccc32)NC(=O)N1 (stereo not given)	-1	-5	-3	-1	-7	3	.	-4	0.6
CCOc1ccc(NC(=O)C2CCC(N3C(=O)C4CC=CCC4C3=O)CC2)cc1 (stereo not given)	1	-12	4	5	-6	-7	-1	1	-2.1
COC(=O)C1(C)NC(c2ccccc2C)C2C(=O)N(c3ccccc3)C(=O)C21 (stereo not given)	0	-2	5	-1	3	2	5	14	2.2
Cn1cnnc1SCc1ccc(C(=O)n2ncc(C#N)c2N)cc1	1	3	-2	0	-3	-1	2	10	1.1
CCCc1cc(=O)n2[nH]c(-c3cc(OC)c(OC)c(OC)c3)nc2n1	-4	3	1	-3	-4	-1	3	2	2.3
CC1=CC(=C(C#N)C#N)C=C(C)N1CCN1CCNCC1	-1	1	-2	0	5	-1	5	7	-1.1
COc1ccc(-c2nnc(SCCC(=O)O)n2-c2ccccc2)cc1	-5	-3	-5	-1	-1	2	10	6	-0.5
COC(=O)C1=C(N)OC2=C(C(=O)CCC2)C1c1cccnc1 (stereo not given)	-4	-3	-4	1	2	1	-4	-5	-1.6
COc1ccc(Cl)cc1C(=O)NNC(=O)CSc1nnnn1C	-3	-7	-1	14	2	2	5	3	-1.3
Cc1ccc(C)c(-c2nnc(NC(=O)COc3ccccc3)o2)c1	22*	10	4	-2	1	-1	3	2	-0.3
CCOc1ccccc1N1CCN(C(=O)c2ccccc2)CC1	-2	4	-7	2	-3	4	-1	8	2.5
Cc1ccccc1N(C(=O)c1snc(C(N)=O)c1N)C(C(=O)NCC1CCCO1)c1ccc(F)cc1 (stereo not given)	1	-9	-2	1	2	1	-4	-1	2.9
CCN(CC)c1ccc(NC(=O)CCc2nnc3ccc(N4CCCCC4)nn23)c(C)c1	-4	9	-9	0	1	4	1	4	4.1
CNC(=O)NC(=O)CSc1nnc(C(F)(F)F)n1C	2	5	-9	1	-3	-3	1	-3	1.9
O=c1c2cc(F)ccc2sn1-c1ccc(F)cc1	2	-25	.	10	.	.	4	-33	0.7
COc1ccc(C(=O)NNC(=O)C(Cc2ccc(O)cc2)NC(=O)c2ccccc2NC(=O)c2ccc(OC)cc2)cc1 (stereo not given)	-8	-7	2	13	-2	6	-21	0	0.5
COc1ccc(C(=O)NC(CC(=O)O)c2cc([N+](=O)[O-])ccc2Cl)c(SC)c1 (stereo not given)	-2	1	6	2	-3	0	-1	7	-0.4
C(=N\N=C\c1cccnc1)/c1cccnc1	-4	0	2	17	-2	-4	-3	1	3.4
CC1CCc2c(sc(NC(=O)CN3CCN(C(=O)c4ccco4)CC3)c2C#N)C1 (stereo not given)	4	5	9	7	-7	-1	15	7	0.2
Cc1ccc(Nc2nnc(SCC(=O)Nc3cccc(S(=O)(=O)NC4=NCCCCC4)c3)s2)c(C)c1	3	-3	18	-6	2	1	-7	-10	3.0
Cc1c(C(=O)N2CCN(c3ccccc3F)CC2)sc2nc(-c3ccccc3)cn12	8	4	5	3	-1	0	5	3	-1.6
O=C(Nc1ccc(N2CCCC2)c(Cl)c1)c1ccc([N+](=O)[O-])cc1	3	-9	-16	15	1	-3	4	-6	-5.8
CCOc1cc(CNc2ccc3c(c2)OCCO3)cc(Br)c1OC	0	-2	-6	1	-2	-1	-1	-2	2.0
O=C(Nc1cccc2ccccc12)N1N=CCC1c1ccccc1 (stereo not given)	-5	-1	6	10	0	-5	.	0	2.0
CCn1c(=O)cc(OCC(=O)N2CCN(C(=O)c3ccco3)CC2)c2ccccc21	-2	3	-8	13	-4	1	-8	1	0.0
CCC(C)Nc1nc(-c2ccc3c(c2)NC(=O)CO3)cs1 (stereo not given)	-1	-4	-4	63*	1	1	3	-23	3.1
Cc1ccc(/C(CSc2nccn2-c2ncc(C(F)(F)F)cc2Cl)=N\O)cc1	-5	-2	-4	31	3	3	0	-3	1.2
CCOC(=O)/C=C/C(=O)N1CCN(C(=O)/C=C/C(=O)OCC)CC1	-9	-4	0	-2	3	13	5	9	0.4
CC(=O)c1c(C)[nH]c(C(=O)CSc2nnc(C3CCCCC3)n2N)c1C	-6	-1	14	13	1	-1	-5	-2	0.4
O=C(COc1ccc2c3c(c(=O)oc2c1)CCCC3)NCc1ccccn1	8	4	-3	-6	0	1	7	1	4.3
CS(=O)(=O)N(Cc1ccc(C(=O)NN=C2CCCC2)cc1)c1ccccc1	7	2	4	13	2	-12	2	-12	-5.2
O=c1[nH]c(C2CCN(S(=O)(=O)c3ccc(S(=O)(=O)NC4CC4)cc3)CC2)nc2c1nnn2Cc1ccc(F)cc1	12	9	9	-1	-3	3	6	0	3.0
CCCC(=O)OCC(=O)Nc1ccc([N+](=O)[O-])cc1C#N	-1	0	3	7	-2	-7	7	-3	2.9
COc1ccc(Cc2nc(C(=O)Nc3ccc(OC)cc3)cs2)cc1	2	0	8	29	-2	2	3	19	2.1
CC1CC1C(=O)Nc1nc2ccc(S(C)(=O)=O)cc2s1 (stereo not given)	3	0	-2	1	1	-1	-2	-1	1.1
Cn1ccnc1C(=O)c1ccc(NN)c([N+](=O)[O-])c1	-4	5	-12	14	-5	0	5	10	3.4
CC(O)c1ccc(-n2cnnn2)cc1 (stereo not given)	8	4	-4	-2	0	-3	1	-1	-0.3
Cc1ccc(NC(=O)CS(=O)CC(=O)NC23CC4CC(CC(C4)C2)C3)cc1 (stereo not given)	-1	8	-1	0	-5	-1	3	-4	0.8
Cc1[nH]c2ccccc2c1C(=O)CN1C(=O)C(=O)N(CCC2=CCCCC2)C1=O	-3	2	.	12	.	.	4	3	4.0
Cc1cc(C2(O)C(=O)Nc3ccccc32)ccc1F (stereo not given)	-2	11	7	2	0	2	1	0	-1.9
CC(C)(C)OCC1CO1 (stereo not given)	-8	7	.	0	.	.	-2	13	-1.9
O=C1CN(C(=O)COC(=O)c2ccc(C(F)(F)F)cc2)c2ccccc2N1	.	7	.	-1	.	.	-17	7	.
O=C(COc1ccc(S(=O)(=O)N2CCCC2)cc1)Nc1ccc(F)cc1	0	8	9	0	-2	-5	3	3	0.3
COC(=O)c1ccc(C)c(N(CCO)CCO)c1	4	7	1	-2	-1	0	5	2	2.3
COc1ccc(N(C(=O)Cn2nnc(-c3ccc(C)o3)n2)C(C(=O)NC2CCCC2)c2ccncc2)cc1 (stereo not given)	3	4	11	-1	1	-2	-6	10	-0.4

(continued)
SMILES	PP1 counter	proCasp3 act	core dimer inh	AHR act	TPT1 inh	CTSL1 counter	PAFAH2 inh	proCasp7 act	PP5 primary
CC(Oc1cccc(Cl)c1)C(=O)Nc1cc(S(=O)(=O)N2CCOCC2)ccc1N1CCCCC1 (stereo not given)	1	0	9	11	-2	1	-1	3	3.3
COCCn1c(SCC(=O)Nc2ccc(C)cc2C)nc2c(oc3ccccc32)c1=O	2	-2	-4	2	-2	-1	-3	2	2.3
COc1ccccc1Nc1ncnc2c1cnn2-c1cccc(C)c1	8	-7	2	51*	-7	9	-3	12	-1.0
Cc1cc2ncc(C(N)=O)cn2n1	-2	-5	0	3	83*	3	4	5	2.6
Cc1ccc2nc(SCC(=O)c3ccc(Cl)cc3)nc(=O)n2c1	5	-24	5	4	-1	-3	2	-20	-1.2
Cc1onc(-c2c(F)cccc2Cl)c1C(=O)N1CCCc2ccccc21	1	-1	0	0	0	-1	-1	11	1.6
O=C(O)COc1ccccc1/C=C1\SC(=S)N(NC(=O)c2ccccc2O)C1=O	-10	-5	13	8	31*	0	26	-6	-0.5
C=CCn1c(CNS(=O)(=O)c2ccc(Cl)cc2)n[nH]c1=S	0	-2	8	-5	-2	-1	3	-7	-1.0
CCOC(=O)C(C)N1C(=O)S/C(=C/c2cc(C)n(-c3ccncc3)c2C)C1=O (stereo not given)	-4	2	-2	-2	6	0	2	-11	3.3
